Screens as filed in PubChem BioAssay.
TRHR enhancer – allosterically enhances the human TRH receptor. P34981. TRHR cells, fluo-8 calcium fluorescence, EC20 TRH enhancement. enhancement, % at 2 µM. hit rate 0.66% among 360,000. AID 493056; in the data active = enhancement above about 30%; note: 0% is about no effect
Target sequence (P34981 whole entry, looked up): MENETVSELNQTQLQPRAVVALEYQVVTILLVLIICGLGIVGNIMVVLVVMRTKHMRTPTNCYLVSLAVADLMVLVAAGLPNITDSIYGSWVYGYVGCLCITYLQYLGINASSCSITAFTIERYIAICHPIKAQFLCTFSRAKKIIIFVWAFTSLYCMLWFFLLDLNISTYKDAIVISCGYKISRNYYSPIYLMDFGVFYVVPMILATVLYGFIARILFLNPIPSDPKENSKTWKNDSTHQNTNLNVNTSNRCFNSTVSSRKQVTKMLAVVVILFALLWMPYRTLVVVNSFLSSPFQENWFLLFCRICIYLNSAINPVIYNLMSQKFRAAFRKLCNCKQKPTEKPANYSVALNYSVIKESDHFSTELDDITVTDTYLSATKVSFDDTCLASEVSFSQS
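Enhancer read-out: after compound pinning and an initial kinetic agonist-mode read, an EC20 of TRH (10 nM final) was injected and fluo-8 calcium signal (Ex 480/Em 530) followed at 1 s/cycle for 100 cycles in TRHR-expressing cells.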
D2 ag – activates the human D2 dopamine receptor. hit rate 0.53% among 340,000. activation, % at 2 µM. HEK293 T-REx D2 cells, calcium flux agonist mode. P14416. AID 485358;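 active = activation over 3 SD above normal in the single-dose calcium agonist read, cut at about 30% in these data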; note: 0% is about no effect
Target sequence (P14416 whole entry, looked up): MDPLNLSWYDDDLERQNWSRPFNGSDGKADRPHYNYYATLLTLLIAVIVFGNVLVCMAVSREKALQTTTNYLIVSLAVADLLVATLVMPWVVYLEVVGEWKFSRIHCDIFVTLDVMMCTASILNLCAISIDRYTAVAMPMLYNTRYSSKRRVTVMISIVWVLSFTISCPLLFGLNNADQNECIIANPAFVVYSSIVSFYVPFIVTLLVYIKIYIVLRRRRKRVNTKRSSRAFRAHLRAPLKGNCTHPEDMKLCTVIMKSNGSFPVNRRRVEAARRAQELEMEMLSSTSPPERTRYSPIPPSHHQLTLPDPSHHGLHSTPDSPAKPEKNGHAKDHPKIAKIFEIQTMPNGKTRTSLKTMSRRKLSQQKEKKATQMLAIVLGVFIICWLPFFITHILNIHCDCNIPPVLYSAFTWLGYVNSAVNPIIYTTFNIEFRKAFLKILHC
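Tetracycline-induced HEK293 T-REx cells with force-coupled D2 receptor, plated overnight at 30 C, loaded with no-wash calcium dye. After a 10 s baseline, compound was pin-added and calcium flux read kinetically for 180 s; calcium rises flagged agonists.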
D2 PAM – positively modulates the human D2 dopamine receptor allosterically. P14416. HEK293 T-REx D2, calcium flux, EC20 dopamine potentiation. potentiation, % at 10 µM. hit rate 0.34% among 340,000;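 active = potentiation over 3 SD above the plate norm, cut at about 30% in these data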; note: 0% is about no effect
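Cells plated with tetracycline inducer and held overnight at 30 C; calcium dye loaded 30–90 min at room temperature; baseline taken, compound added and read 180 s; EC20 dopamine then added and read 180 s.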
D2 antagonist – antagonists of human D2 dopamine receptor | P14416 | HEK293 TREx D2 cells, calcium flux, dopamine EC80 | inhibition, % at 10 µM | hit rate 2% among 340,000; in the data active = inhibition above about 30%; note: 0% is about no effect
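Calcium flux kinetic readout in an inducible HEK293 TREx D2 line plated overnight at 30 C. After 180 s compound exposure, an EC80 dopamine challenge follows with another 180 s kinetic read to detect antagonism.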
D1 ag – activates the human D1 dopamine receptor; HEK293 T-REx D1 cells, calcium flux, agonist mode; hit rate 1% among 360,000; activation, % at 2 µM; AID 504660; note: 0% is about no effect
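Agonism was scored from calcium flux recorded over 180 s (1 read/s) after pintool compound addition, following a 10-cycle baseline. Cells were inducible force-coupled HEK293 TREx D1, plated overnight at 30 C and loaded with no-wash calcium dye.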
D1 potentiator – enhances dopamine response at the human D1 receptor | HEK293 TREx D1 cells, calcium flux, dopamine EC20 potentiation | hit rate 0.036% among 360,000 | P21728 | AID 504651 | potentiation, % at 10 µM; in the data active = potentiation above about 30%; note: 0% is about no effect
TRHR agonist – activates the human TRH receptor; P34981; TRHR cells, calcium flux fluo-8, FDSS agonist mode; activation, % at 2 µM; hit rate 0.18% among 360,000; AID 493084; note: 0% is about no effect
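In this calcium-flux screen, cells bearing human TRHR are dye-loaded with fluo-8, baselined for 10 cycles, then exposed to library compounds; positive kinetic calcium responses during the agonist phase mark hits, with TRH as control.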
RXFP1 antagonist – RXFP1 (human) relaxin receptor antagonism; HEK293-RXFP1, relaxin-stimulated cAMP HTRF, 30 min; stronger effect = lower value; activity change, negative = inhibition, % at 57.5 µM; AID 1259400; hit rate 0.59% among 350,000;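 active = activity change of -60% or lower, but not beyond a set lower limit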; note: % is set by controls: 0 for no effect and ±100 for the full control effect
D1 antagonist – blocks dopamine activation of the human D1 receptor; P21728; HEK293 TREx D1 cells, calcium flux, dopamine EC80; stronger effect = lower value; activity change, negative = inhibition, % at 10 µM; hit rate 3.2% among 360,000; in the data active = activity change below about -30%; note: % is set by controls: 0 for no effect and ±100 for the full control effect
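Compound effects on dopamine-evoked calcium signalling were measured in tetracycline-induced HEK293 Trex D1 cells. Dopamine at EC80 followed a 180 s compound pre-read, and fluorescence was tracked kinetically for 180 s more.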
Starred values were filed as active, the others as inactive; . = not tested or not shown; & = joins results of further samples. Cut-off read from the data, not from the text of the source, unless noted: active = activation above about 30%; inactive = the rest.

Field names – A = TRHR enhancer; B = D2 ag; C = D2 PAM; D = D2 antagonist; E = D1 ag; F = D1 potentiator; G = TRHR agonist; H = RXFP1 antagonist; I = D1 antagonist
(1) O=C(NCc1cccc(Cl)c1)c1cc2ccc3cccnc3c2[nH]1
  A: -9	B: -0.5	C: -5	D: .	E: 3	F: 6	G: 1.1	H: -27	I: 6
(2) Cc1ccc2nc(-c3ccccc3)cc(C(=O)NCC(c3ccco3)N(C)C)c2c1 (stereo not drawn)
  A: 2	B: 1.2	C: -24	D: 10	E: 7	F: -3	G: 0.1	H: -2	I: -23
(3) CCOc1ccc(S(=O)(=O)N/N=C(\C)c2ccc3c(c2)OCO3)cc1
  A: 2	B: -0.5	C: 6	D: -18	E: 10	F: -2	G: -0.2	H: 9	I: 12
(4) Cc1cc(C)c2c(=O)cc(CSCC(=O)Nc3nnc(C)s3)[nH]c2c1
  A: 5	B: -0.1	C: -7	D: .	E: 1	F: 0	G: 0.1	H: 2	I: -19
(5) CCC(=O)N1CCc2cc(S(=O)(=O)NCCC(=O)Nc3ccc(OC)c(Cl)c3)ccc21
  A: 0	B: 0.0	C: -4	D: .	E: 3	F: -1	G: -0.4	H: -3	I: 5
(6) O=C(NNC1CC(=O)N(c2ccc3c(c2)OCCO3)C1=O)c1ccc(Cl)cc1 (stereo not drawn)
  A: -5	B: 0.6	C: .	D: 11	E: 3	F: 4	G: -0.2	H: -9	I: 3
(7) CCCCOC(=O)Nc1cc(C(=O)OC)ccc1C(=O)OC
  A: -1	B: 0.8	C: 11	D: -12	E: 6	F: -5	G: 0.0	H: 0	I: -16
(8) CC(=O)c1cccc(NC(=S)N2c3ccccc3CC2C)c1 (stereo not drawn)
  A: 0	B: 3.6	C: 8	D: -7	E: 0	F: -4	G: 0.5	H: -16	I: .
(9) O=C(O)c1cc(-c2ccccc2)nc2nc(N3CCCCC3)sc12
  A: -1	B: 0.7	C: -1	D: 3	E: 2	F: 1	G: -0.2	H: .	I: 6
(10) CCCNC(=O)C/C(C)=N/NC(=O)C(=O)Nc1ccccn1
  A: 7	B: 0.3	C: 13	D: 6	E: 0	F: 2	G: -0.2	H: 1	I: -6
(11) COc1ccc(OC)c(NC(=O)c2cc(-c3ccc(C)cc3O)n[nH]2)c1
  A: -8	B: -1.0	C: -1	D: 32*	E: 1	F: -5	G: -0.2	H: -3	I: -21
(12) Cc1cc(N/N=C\c2ccccc2)nc(-c2ccccc2O)n1
  A: -2	B: 1.4	C: 1	D: -5	E: 3	F: 8	G: 1.0	H: -18	I: 0
(13) COc1ccc(CN=C2NN=C(c3ccc(Cl)cc3)CS2)cc1
  A: 15	B: 1.9	C: 5	D: 16	E: 1	F: 2	G: -1.3	H: -1	I: 10
(14) COc1ccc(NC(=O)CCn2c(=O)c3cccn3c3cccnc32)c(OC)c1
  A: 2	B: -0.1	C: 4	D: .	E: 2	F: 0	G: -0.3	H: -4	I: 13
(15) CCCCCC(=O)NNC1=NCC(Cc2ccccc2)S1 (stereo not drawn)
  A: 10	B: 0.3	C: 1	D: -1	E: 2	F: -3	G: -0.3	H: -2	I: -10
(16) CCCCn1c(=N)n(CC(O)COc2ccc(C)cc2)c2ccccc21 (stereo not drawn)
  A: 4	B: -0.8	C: 2	D: 5	E: 27	F: -6	G: 2.2	H: -9	I: 5
(17) Oc1nc(Nc2ccc(F)cc2)sc1/C=C1\C=Nc2ccccc21
  A: 7	B: -0.6	C: -7	D: 9	E: 2	F: -4	G: 1.2	H: -104*	I: 3
(18) COc1ccc(-c2csc3nc(-c4ccc(C)cc4)oc(=O)c23)cc1OC
  A: 11&4	B: 1.4	C: 6&-3	D: 21	E: -1&2	F: -6&5	G: 0.2&1.4	H: -5&0	I: -21&5
(19) Cc1nn(CC(=O)c2ccc(Cl)s2)c(C)c1[N+](=O)[O-]
  A: -1	B: 0.8	C: -1	D: 2	E: 12	F: -3	G: 2.6	H: -4	I: -3
(20) Cc1ccc(CCNC(=O)c2cc(-c3ccccc3)n[nH]2)cc1
  A: -3	B: -1.0	C: -9	D: .	E: 9	F: -3	G: 0.3	H: -13	I: -17
(21) CC(Sc1nc2ccccc2s1)C(=O)Nc1ccc2c(c1)OCO2 (stereo not drawn)
  A: -4	B: 0.1	C: -10	D: -16	E: 1	F: -3	G: 0.1	H: -10	I: 11
(22) O=C(CN1CCN(CC(=O)Nc2ccccc2Cl)CC1)Nc1ccc2c(c1)OCCO2
  A: -6	B: -0.1	C: 15	D: 0	E: -1	F: 0	G: -1.0	H: -3	I: 4
(23) Cc1ccc(/C(N)=N/OC(=O)/C=C/c2ccccc2)cc1
  A: 1	B: -0.3	C: 23	D: -2	E: 2	F: -1	G: -0.4	H: -7	I: 4
(24) COc1cc(OCC(N)=O)cc(OC)c1OC
  A: 4	B: -1.7	C: 16	D: -9	E: 2	F: -1	G: 0.7	H: 1	I: 7
(25) CCCCOc1ccc(C(=O)N/C(=C\c2ccc(Br)cc2)C(=O)NC2CCCCC2)cc1
  A: -4	B: 0.5	C: 2	D: .	E: 0	F: 0	G: 0.2	H: -11	I: 4
(26) COc1ccc(N2C3=C(C(=O)CC(C)(C)C3)C(c3ccccc3OC)C3=C2CC(C)(C)CC3=O)cc1
  A: -7	B: -1.2	C: 2	D: 8	E: 2	F: 6	G: 0.1	H: -21	I: 5
(27) O=C(N/N=C/c1c[nH]c2ccccc12)c1ccc([N+](=O)[O-])cc1Cl
  A: -12	B: 1.6	C: -6	D: -28	E: 6	F: -13	G: 3.1	H: 9	I: -48*
(28) Nc1c(N(Cc2ccco2)C(=O)c2ccc(Br)cc2)c(=O)[nH]c(=O)n1Cc1ccccc1
  A: 3	B: 0.0	C: 12	D: 6	E: 3	F: -6	G: 0.0	H: 4	I: -9
(29) O=C(COc1ccc(Cl)c(Cl)c1)NN1C(=O)C2C(C1=O)C1C=CC2C12CC2 (stereo not drawn)
  A: -2	B: 0.5	C: 13	D: -5	E: -2	F: -2	G: -0.4	H: -5	I: .
(30) Cc1cc(C)cc(N(CC(=O)N2CCn3c2nc2ccccc23)S(=O)(=O)c2c(C)noc2C)c1
  A: -7	B: 0.1	C: -7	D: 9	E: 0	F: .	G: 2.7	H: .	I: -6

For reference, part of the list above:
Field names – A = TRHR enhancer; B = D2 ag; C = D2 PAM; D = D2 antagonist; E = D1 ag; F = D1 potentiator; G = TRHR agonist; H = RXFP1 antagonist; I = D1 antagonist
(16) CCCCn1c(=N)n(CC(O)COc2ccc(C)cc2)c2ccccc21 (stereo not drawn)
  A: 4	B: -0.8	C: 2	D: 5	E: 27	F: -6	G: 2.2	H: -9	I: 5
(17) Oc1nc(Nc2ccc(F)cc2)sc1/C=C1\C=Nc2ccccc21
  A: 7	B: -0.6	C: -7	D: 9	E: 2	F: -4	G: 1.2	H: -104*	I: 3
(18) COc1ccc(-c2csc3nc(-c4ccc(C)cc4)oc(=O)c23)cc1OC
  A: 11&4	B: 1.4	C: 6&-3	D: 21	E: -1&2	F: -6&5	G: 0.2&1.4	H: -5&0	I: -21&5
(19) Cc1nn(CC(=O)c2ccc(Cl)s2)c(C)c1[N+](=O)[O-]
  A: -1	B: 0.8	C: -1	D: 2	E: 12	F: -3	G: 2.6	H: -4	I: -3
(20) Cc1ccc(CCNC(=O)c2cc(-c3ccccc3)n[nH]2)cc1
  A: -3	B: -1.0	C: -9	D: .	E: 9	F: -3	G: 0.3	H: -13	I: -17
(21) CC(Sc1nc2ccccc2s1)C(=O)Nc1ccc2c(c1)OCO2 (stereo not drawn)
  A: -4	B: 0.1	C: -10	D: -16	E: 1	F: -3	G: 0.1	H: -10	I: 11
(22) O=C(CN1CCN(CC(=O)Nc2ccccc2Cl)CC1)Nc1ccc2c(c1)OCCO2
  A: -6	B: -0.1	C: 15	D: 0	E: -1	F: 0	G: -1.0	H: -3	I: 4

More structures.
Field names – A = TRHR enhancer; B = D2 ag; C = D2 PAM; D = D2 antagonist; E = D1 ag; F = D1 potentiator; G = TRHR agonist; H = RXFP1 antagonist; I = D1 antagonist
(31) COc1ccc(C(=O)C/C(=C\C(=O)c2ccc(C)cc2)c2ccccc2)cc1
  A: 2	B: 1.9	C: 1	D: 11	E: 7	F: 2	G: 2.5	H: -6	I: -18
(32) Cc1ccccc1CNC(=O)CCc1cn(Cc2ccccc2C)c2ccccc12
  A: 1	B: 0.1	C: -1	D: .	E: 5	F: -6	G: 0.3	H: 3	I: 4
(33) COc1ccc(-c2nc3ccccc3o2)cc1NC(=O)c1ccc(-c2ccc(Br)cc2)o1
  A: 4	B: .	C: -3	D: .	E: 0	F: 0	G: 0.3	H: .	I: 4
(34) COc1ccccc1N1CCN(C(=O)c2oc3ccc(Br)cc3c2C)CC1
  A: 2	B: -0.9	C: 17	D: 1	E: 2	F: -3	G: -0.9	H: -26	I: 18
(35) COC(=O)c1c(C(=O)OC)c(-c2ccc(Br)cc2)n2c1CS(=O)C2 (stereo not drawn)
  A: 11	B: -1.2	C: 8	D: -14	E: 7	F: -4	G: -0.5	H: 14	I: -10
(36) CC(C)(C)C(=O)NCCCc1ccccc1
  A: 1	B: 0.1	C: 0	D: -22	E: 0	F: -3	G: 0.1	H: 0	I: -7
(37) CCc1nnc2c3ccccc3nc(Nc3ccc(F)cc3C)n12
  A: -1	B: .	C: -4	D: .	E: 6	F: 8	G: 0.0	H: -13	I: 10
(38) Cc1ccc(-n2c(SCC(=O)N/N=C/c3ccc(C)s3)nnc2-c2ccccc2)cc1
  A: -7	B: -0.7	C: 6	D: 9	E: 1	F: 15	G: -1.1	H: -5	I: 7
(39) CCC1=NN(C(=O)C(=O)NCCc2ccccc2)C(O)(C(F)(F)F)C1 (stereo not drawn)
  A: -4	B: 0.3	C: 8	D: -5	E: 0	F: -12	G: -0.9	H: 0	I: 5
(40) CCOC(=O)C1CCN(C(=O)/C(=C/c2ccccc2)NC(=O)c2ccccc2)CC1
  A: 18	B: -0.7	C: -2	D: -3	E: 0	F: 0	G: -1.6	H: 15	I: 10
(41) O=[N+]([O-])c1cnc2nc(-c3ccncc3)nn2c1O
  A: 9	B: 0.2	C: 4	D: 1	E: -2	F: 1	G: 0.0	H: -2	I: 5
(42) O=C(CCCCCNC(=O)c1ccccc1Br)N=Nc1c(O)[nH]c2ccccc12
  A: -4	B: 28	C: 7	D: 5	E: 1	F: 5	G: -0.3	H: 1	I: -8
(43) C/C=C/C=C/C(=O)Nc1cccc(C2=NOC3(C2)C[C@H](C(N)=O)N(C(=O)CC(c2ccccc2)c2ccccc2)C3)c1 (stereo partly drawn)
  A: 13	B: 0.3	C: 12	D: 4	E: 10	F: -6	G: 0.0	H: .	I: -9
(44) Cc1cc(C[n+]2ccccc2)c2nsnc2c1
  A: -2	B: -0.1	C: -2	D: -12	E: 0	F: -10	G: 0.3	H: 1	I: -5
